Kir21 inh = Kir2.1 (mouse) channel inhibition; P35561; HEK293-Kir2.1, FluxOR thallium flux fluorescence; hits give low values; B-score at 10 µM; 310,000 compounds, 0.85% hits; AID 1672;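 active = fluorescence ratio B-score at or below minus 3 SD of library scores, with starting-brightness B-score within 2 SD, cut at about -4.2 in these data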;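 note: channel flux triggered by added potassium and thallium sulfate stimulus; B-score of peak minus minimum fluorescence over baseline after thallium stimulus; more negative B-score means stronger Kir2.1 block with less thallium influx; some compounds called inactive have numbers as strong as hits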
Target sequence (P35561 whole entry, looked up): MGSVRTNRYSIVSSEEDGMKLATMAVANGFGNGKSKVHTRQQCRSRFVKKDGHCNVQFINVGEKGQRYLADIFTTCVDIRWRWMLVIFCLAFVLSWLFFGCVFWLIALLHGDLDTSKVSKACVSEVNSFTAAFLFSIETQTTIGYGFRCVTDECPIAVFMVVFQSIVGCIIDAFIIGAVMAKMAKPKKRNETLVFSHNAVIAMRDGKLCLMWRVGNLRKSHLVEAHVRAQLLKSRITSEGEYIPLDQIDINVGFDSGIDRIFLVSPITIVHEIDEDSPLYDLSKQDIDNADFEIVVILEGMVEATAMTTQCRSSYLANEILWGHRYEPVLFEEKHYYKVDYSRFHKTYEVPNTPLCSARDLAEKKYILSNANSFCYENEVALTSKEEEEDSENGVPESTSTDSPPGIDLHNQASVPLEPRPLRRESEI
STK33 kinase inh = human STK33 kinase inhibition; purified STK33, MBP phosphorylation, ADP-Glo luminescence; 320,000 compounds, 0.073% hits; Q9BYT3; inhibition, % at 10 µM;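 active = inhibition at or above 25%, using the most active replicate where run in duplicate; inactive = inhibition below 25%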
Target sequence (Q9BYT3 whole entry, looked up): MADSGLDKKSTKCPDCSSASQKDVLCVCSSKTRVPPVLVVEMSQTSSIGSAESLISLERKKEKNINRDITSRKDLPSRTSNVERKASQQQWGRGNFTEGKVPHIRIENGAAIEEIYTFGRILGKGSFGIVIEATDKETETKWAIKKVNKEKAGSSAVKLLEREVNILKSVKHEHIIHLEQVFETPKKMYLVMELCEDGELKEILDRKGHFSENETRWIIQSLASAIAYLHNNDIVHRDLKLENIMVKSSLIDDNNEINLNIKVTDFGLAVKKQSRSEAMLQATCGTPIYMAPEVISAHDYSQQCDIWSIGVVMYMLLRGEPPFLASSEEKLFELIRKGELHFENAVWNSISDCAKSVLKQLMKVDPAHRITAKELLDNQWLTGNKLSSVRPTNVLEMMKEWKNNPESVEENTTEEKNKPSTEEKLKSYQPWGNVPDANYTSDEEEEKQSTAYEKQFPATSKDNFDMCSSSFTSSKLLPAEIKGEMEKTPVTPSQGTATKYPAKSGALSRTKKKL
* hit, by the source's call. No enrichment for hits, and some 0.84% of all compounds hit somewhere here.

Preview:
Screening CC(C)NS(=O)(=O)c1ccc2c(c1)NCC2 returned Kir21 inh 1.6 and STK33 kinase inh -0.5.
For Cc1ccc(NC(=O)C(C)NC(=O)OCc2ccccc2)cc1C (stereo not drawn) the results were Kir21 inh -1.2 and STK33 kinase inh -1.0.

All compounds of this part (from the top)
Screening CC(C)NS(=O)(=O)c1ccc2c(c1)NCC2 returned Kir21 inh 1.6 and STK33 kinase inh -0.5.
For Cc1ccc(NC(=O)C(C)NC(=O)OCc2ccccc2)cc1C (stereo not drawn) the results were Kir21 inh -1.2 and STK33 kinase inh -1.0.
For COc1ccc(CN2C(=O)c3ccccc3C2C(=O)NCC2CCCO2)c(OC)c1 (stereo not drawn) the results were Kir21 inh -1.4 and STK33 kinase inh -1.7.
Screening CCC(C)(C)n1nnnc1C(c1ccc(F)cc1)N1CCC(C(N)=O)CC1 (stereo not drawn) returned Kir21 inh -1.6 and STK33 kinase inh -0.4.
For Cc1ccc(CNC(=O)c2ccc(OCC(C)C)cc2)n1C the results were Kir21 inh 1.1 and STK33 kinase inh -1.0.
O=C(NCc1ccccc1)C12CC3CC(CC(C3)C1)C2 was read as Kir21 inh -1.6 and STK33 kinase inh 0.1.
For O=C(CN1CCOCC1)Nc1cc(C(F)(F)F)ccc1Cl the results were Kir21 inh -0.26 and STK33 kinase inh -2.3.
CCCC(=O)Nc1nnc(Sc2ccc(N(C)C)cc2)s1 was read as Kir21 inh 0 and STK33 kinase inh -1.1.
Screening O=C(COc1ccc(C(=O)NCCN2CCOCC2)cc1)Nc1cccc(C(F)(F)F)c1 returned Kir21 inh 1.6 and STK33 kinase inh -0.8.
CC(=O)c1noc(C)c1C(=O)Nc1nccs1 was read as Kir21 inh -0.1 and STK33 kinase inh -0.3.
Screening COc1ccc(C#Cc2ccc3c(c2)c(=O)c2ccccc2n3C)cc1 returned Kir21 inh -0.3 and STK33 kinase inh -0.5.
Screening COc1ccccc1Cn1c(-c2ccccc2OC)nc2ccccc21 returned Kir21 inh 0.98 and STK33 kinase inh -1.5.
Screening CCCCCSc1ncccc1C(=O)O returned Kir21 inh -0.01 and STK33 kinase inh 2.1.
`O=C(COc1ccc(-n2cnnn2)cc1)Nc1ccc(F)c(Cl)c1` gave STK33 kinase inh -0.9.
COc1cccc(CN2CCN(CCCc3ccccc3)C(CCO)C2)c1O (stereo not drawn) was read as Kir21 inh 0.28 and STK33 kinase inh -0.1.
For Cn1c(=O)c(=O)n(C)c2cc(N3CCCC3)c(NS(=O)(=O)c3ccc(Cl)cc3)cc21 the results were Kir21 inh 1.9 and STK33 kinase inh -0.4.
For O=C(CNC(=O)c1ccccc1)N/N=C/c1cn[nH]c1-c1ccccc1 the results were Kir21 inh -0.14 and STK33 kinase inh 5.1.
`CCOC(=O)C1Nc2ccc(C)cc2C2C=CCC12` (stereo not drawn) gave Kir21 inh -0.06 and STK33 kinase inh -0.4.
For Cc1nnsc1S(=O)(=O)c1ccccc1 the results were Kir21 inh -0.72 and STK33 kinase inh -0.6.
`CCC(=O)Nc1sc2c(c1C#N)CCC2` gave Kir21 inh -0.39 and STK33 kinase inh -2.3.
For CCOc1ccccc1NC(=O)c1cc2ccccc2oc1=O the results were Kir21 inh 0.17 and STK33 kinase inh -0.7.
Screening O=C(COC(=O)c1nc(Cl)ccc1Cl)NCCc1ccccc1 returned Kir21 inh -0.02 and STK33 kinase inh -0.2.
Screening S=C(NCc1ccccc1)Nc1ccc(Cl)cc1 returned Kir21 inh -0.44 and STK33 kinase inh -2.4.
`N#Cc1ccccc1CCN1C(=O)c2ccccc2C1=O` gave Kir21 inh 1.2 and STK33 kinase inh 0.7.
For Fc1ccc(CO/N=C2\CCCc3nonc32)cc1 the results were Kir21 inh 1.7 and STK33 kinase inh -0.2.
CN1C(=O)C2(c3ccccc31)N(C)CC(c1ccccc1)C21SC(=S)N(Cc2ccco2)C1=O (stereo not drawn) was read as Kir21 inh -0.28 and STK33 kinase inh -0.4.
`N#C/C(=C/c1ccccc1[N+](=O)[O-])C(=O)NCc1ccco1` gave Kir21 inh -2.4 and STK33 kinase inh -0.9.
For O=C(Nc1nc2c(c(=O)[nH]1)CCCC2)C1CC1 the results were Kir21 inh -0.57 and STK33 kinase inh 2.0.
`COc1cccc(N2CCN(C(=S)Nc3ccc(C)cc3C)CC2)c1` gave Kir21 inh -1.2 and STK33 kinase inh -2.0.
Screening O=C(Nc1ccccc1F)Nc1cc(Cl)ccc1-n1cncn1 returned Kir21 inh 1.1 and STK33 kinase inh -0.3.
`COc1cccc(Sc2cc(N3CCOCC3)nc(-c3ccccc3)n2)c1` gave Kir21 inh 0.56 and STK33 kinase inh 1.2.
For CSc1nnc(-c2ccccc2)c(-c2ccccc2)n1 the results were Kir21 inh 0.94 and STK33 kinase inh 0.1.
Cc1cc(/C=C2\SC(=O)N(CC(=O)Nc3ccccc3F)C2=O)c(C)n1C was read as Kir21 inh 1.5 and STK33 kinase inh -1.1.
Cc1cc(NC(=O)CS(=O)(=O)c2ccc(Cl)cc2)no1 was read as Kir21 inh -1.8 and STK33 kinase inh 0.4.
NC(=O)c1cnn(-c2ccc3ccccc3c2)c1N was read as Kir21 inh -0.65.
`Oc1ccc(/C=N/Nc2cccc(Cl)n2)c(O)c1` gave Kir21 inh -1.4 and STK33 kinase inh 4.3.
Screening c1coc(C2=Nc3cccc4cccc(c34)N2)c1 returned Kir21 inh -0.43 and STK33 kinase inh 1.8.
For CCc1ccc(NC(=O)c2cnn(-c3ccccc3)c2C2CCNCC2)cc1 the results were Kir21 inh 0.6 and STK33 kinase inh -1.6.
`COCCNC(=O)/C(C#N)=C/c1c(N2CCN(C)CC2)nc2c(C)cccn2c1=O` gave Kir21 inh 0 and STK33 kinase inh 0.0.
`CCN(CC)C(=O)c1cn(CCC#N)nc1-c1ccc2c(c1)OCCO2` gave Kir21 inh 0.98 and STK33 kinase inh -1.3.

Sorted by SMILES length (smallest number first): three of the compounds above
`CCN(CC)C(=O)c1cn(CCC#N)nc1-c1ccc2c(c1)OCCO2` gave Kir21 inh 0.98 and STK33 kinase inh -1.3.
`N#C/C(=C/c1ccccc1[N+](=O)[O-])C(=O)NCc1ccco1` gave Kir21 inh -2.4 and STK33 kinase inh -0.9.
CN1C(=O)C2(c3ccccc31)N(C)CC(c1ccccc1)C21SC(=S)N(Cc2ccco2)C1=O (stereo not drawn) was read as Kir21 inh -0.28 and STK33 kinase inh -0.4.

Three neighbouring entries already listed:
For CCc1ccc(NC(=O)c2cnn(-c3ccccc3)c2C2CCNCC2)cc1 the results were Kir21 inh 0.6 and STK33 kinase inh -1.6.
`COCCNC(=O)/C(C#N)=C/c1c(N2CCN(C)CC2)nc2c(C)cccn2c1=O` gave Kir21 inh 0 and STK33 kinase inh 0.0.
`CCN(CC)C(=O)c1cn(CCC#N)nc1-c1ccc2c(c1)OCCO2` gave Kir21 inh 0.98 and STK33 kinase inh -1.3.

Next records
Screening COc1ccc(-n2nc(C(=O)NCC(=O)N3CCOCC3)c3ccccc3c2=O)cc1Cl returned Kir21 inh -0.28 and STK33 kinase inh 0.6.
`COc1cccc(C(=O)Nc2sc3c(c2C#N)CCN(C(C)=O)C3)c1` gave Kir21 inh 0.51 and STK33 kinase inh 2.4.
`COc1cccc(N2CCN(c3ccc4nnc(CCC(=O)N5CCN(C)CC5)n4n3)CC2)c1` gave Kir21 inh -0.08 and STK33 kinase inh -1.3.
O=C(N/N=C/c1c[nH]c2ccccc12)c1ccc(O)c(O)c1 was read as Kir21 inh 0.95 and STK33 kinase inh 1.3.
`O=C(CSCC(=O)N1CCCCC1)Nc1nc(-c2ccccc2)c(-c2ccccc2)s1` gave STK33 kinase inh -0.3.
CCOCCCNC(=O)C(NC(=O)c1ccc(=O)[nH]c1)c1ccc(C)cc1 (stereo not drawn) was read as Kir21 inh -0.67 and STK33 kinase inh -0.2.
Screening CCCCC1(c2ccc(F)cc2)NC(=O)N(CC(=O)N2CCN(C(=O)c3ccco3)CC2)C1=O (stereo not drawn) returned Kir21 inh -0.1 and STK33 kinase inh -1.5.
`O=[N+]([O-])c1ccccc1N/N=C/c1c[nH]c2ccccc12` gave Kir21 inh -0.43 and STK33 kinase inh 1.7.
Clc1ccc(C[n+]2cc(-c3ccccc3)n3c2CCC3)cc1Cl was read as Kir21 inh 0.2 and STK33 kinase inh 0.4.
Cc1cccc(OCC(=O)NCC(=O)N/N=C/c2cc(Br)cc(Br)c2O)c1 was read as Kir21 inh 0.08 and STK33 kinase inh -0.1.
For O=C1c2oc3ccc(F)cc3c(=O)c2C(c2cccc(O)c2)N1CCCN1CCOCC1 (stereo not drawn) the results were Kir21 inh -0.12 and STK33 kinase inh 0.2.
`CCc1ccccc1NC(=O)C1CCN(C(=O)N2CCOc3ccccc32)CC1` gave Kir21 inh -0.22 and STK33 kinase inh -0.9.
Screening O=C(CN1C(=O)C2C3C=CC(C3)C2C1=O)Nc1cccc(S(=O)(=O)N2CCCC2)c1 (stereo not drawn) returned Kir21 inh 0.59 and STK33 kinase inh -1.2.
Screening O=S(=O)(c1ccccc1)N1CCN(c2ccccc2)CC1 returned Kir21 inh -0.38 and STK33 kinase inh -1.1.
Screening OC(CN1CCOCC1)CN1CCOCC1 returned Kir21 inh 0.6 and STK33 kinase inh 0.3.
`CC(C)CN(C(=O)COC(=O)CCCc1nc2ccccc2s1)c1c(N)n(Cc2ccccc2)c(=O)[nH]c1=O` gave Kir21 inh 1.1 and STK33 kinase inh 0.4.
Screening Cc1nnc(SCc2ccc(CC(=O)O)cc2)o1 returned Kir21 inh -2.3 and STK33 kinase inh -1.1.
`CN(C1CCCC1)C1CCN(C(=O)CNC(=O)/C=C/c2cccc(C(F)(F)F)c2)CC1` gave Kir21 inh 0.66 and STK33 kinase inh -1.1.
COc1cc(/C=N/N2C(C)CCCC2C)cc(OC)c1O (stereo not drawn) was read as Kir21 inh 0.67 and STK33 kinase inh -0.3.
Screening CC1(C)Nc2ccccc2N(Cc2ccc([N+](=O)[O-])cc2)C1=O returned Kir21 inh 0.02 and STK33 kinase inh 5.5.
Screening CC(O)[C@H]1CC[C@H]2[C@@H]3CC[C@H]4C[C@H](O)CC[C@]4(C)[C@H]3[C@H](O)C[C@]12C (stereo partly drawn) returned STK33 kinase inh -0.4.
For CC(=O)Nc1cccc(NC(=O)CSc2nc(C)c(C)c(C)c2C#N)c1 the results were Kir21 inh 0.65 and STK33 kinase inh -0.4.
Screening C[n+]1ccccc1/C=C/c1cc(Br)ccc1O returned Kir21 inh 0.93 and STK33 kinase inh 1.5.
Cn1c(CC(=O)Nc2cccc(Cl)c2Cl)nnc1SCC(=O)NC1=NCCS1 was read as Kir21 inh 0.63 and STK33 kinase inh -1.6.
`CCC(C)(C)NC(=O)COc1ccc(OCc2ccccc2)cc1` gave Kir21 inh 1.1 and STK33 kinase inh -0.2.
`COc1ccc(CCNC(=O)C2CC(=O)N(CCc3ccc(C)cc3)C2)cc1OC` (stereo not drawn) gave Kir21 inh 1 and STK33 kinase inh 0.0.
`O=S(=O)(c1ccccc1)N1CCC(n2nnc3cc(F)ccc32)CC1` gave Kir21 inh -0.76 and STK33 kinase inh 0.8.
`CCOc1nc(C)ccc1-c1noc(-c2ccccn2)n1` gave Kir21 inh 0.26 and STK33 kinase inh -1.2.
Screening CC12CCC(C(=O)N3CCN(C(c4ccccc4)c4ccccc4)CC3)(OC1=O)C2(C)C (stereo not drawn) returned Kir21 inh 0.01 and STK33 kinase inh -1.1.
For O=S(=O)(NCc1cccnc1)c1cccc2nsnc12 the results were Kir21 inh -0.1 and STK33 kinase inh -1.3.
For O=C1COc2ccc(C(=O)COC(=O)C3CCN(S(=O)(=O)c4cccs4)CC3)cc2N1 the results were Kir21 inh -0.62 and STK33 kinase inh -0.8.
Screening COc1cccc(NC(=O)[C@@H]2CCCN2S(=O)(=O)c2cccc3cccnc23)c1 returned STK33 kinase inh -0.7.
Screening O=C1CCCN1CC1CCCN(Cc2nc(COc3ccccc3)no2)C1 (stereo not drawn) returned Kir21 inh 0.19 and STK33 kinase inh -1.3.
Screening COc1cc(C(=O)Nc2ccc(O)cc2)ccc1OC(C)=O returned Kir21 inh -2.3 and STK33 kinase inh -1.3.
`O=C(CN1CCN(c2ccccc2)CC1)Nc1cccc([N+](=O)[O-])c1` gave Kir21 inh 0.33 and STK33 kinase inh -1.5.
For COc1cc(OC)cc(C(=O)NC(=S)Nc2nc(-c3cc4ccccc4o3)cs2)c1 the results were Kir21 inh 0.42 and STK33 kinase inh -1.4.
Screening CSc1nnc2c3ccccc3n(Cc3ccccc3)c2n1 returned Kir21 inh -0.4 and STK33 kinase inh -2.7.
O=C(N1CCOCC1)N(Cc1ccco1)CC1CCCO1 (stereo not drawn) was read as Kir21 inh -1.8.
Screening CCOCCCNC(=O)CN1C(=O)COc2ccc(S(=O)(=O)N3CCCC3)cc21 returned Kir21 inh -1.1 and STK33 kinase inh 0.2.
For COc1cccc(C2CC(C(F)(F)F)n3ncc(C(=O)Nc4c(C)n(C)n(-c5ccccc5)c4=O)c3N2)c1 (stereo not drawn) the results were Kir21 inh -0.01 and STK33 kinase inh -0.3.
CC(SCC(=O)Nc1ccc(F)cc1)c1nc2ccccc2c(=O)[nH]1 (stereo not drawn) was read as Kir21 inh -0.09 and STK33 kinase inh 0.3.
COc1ccccc1/C=C/C=N/n1c(-c2ccccn2)n[nH]c1=S was read as Kir21 inh -0.03 and STK33 kinase inh -0.4.
For Cc1c(OC(C)C(=O)NCCCN2CCOCC2)ccc2c1oc(=O)c1ccccc12 (stereo not drawn) the results were Kir21 inh 0.37 and STK33 kinase inh -0.1.
For COc1ccc(NS(=O)(=O)c2ccc(O)c(NC(=O)c3cc4c(C)nn(-c5ccc(F)cc5)c4s3)c2)cc1 the results were Kir21 inh -0.38 and STK33 kinase inh -0.5.
For Cc1ccc(NC(=O)c2sccc2C)cc1S(=O)(=O)N(C)C the results were Kir21 inh -2.9 and STK33 kinase inh -2.4.

Screens from PubChem BioAssay.
